Compound activity: PubChem BioAssay, National Center for Advancing Translational Sciences (NCATS)
USP2a inh: blocks human ubiquitin-specific protease USP2a | USP2 core, Ub-CHOP2 coupled fluorogenic reporter, 485/531 | Potency, µM (highest dose often 38.3 µM), without a hit: at the highest dose activity change, negative = inhibition, actives largely listed as inhibitors | actives 0.01% (n = 330,000);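 further: potency means the concentration at half of the fitted maximal effect; plate controls were DMSO wells for no effect and full inhibition by NEM control for full effect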
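Deubiquitinase activity read as fluorescence (485/531 nm) after Ub-CHOP2 cleavage activates the enterokinase reporter on its substrate; USP2 core 10nM, Ub-CHOP2 and substrate 25nM each, 30min compound preincubation then 60min RT; data normalized to NEM, curves fitted.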
KCNH2 3.1 inh: KCNH2 3.1 (human) potassium channel inhibition; U2OS KCNH2 3.1, thallium flux FluxOr; active compounds read low; activity change, % (tested at about 1.8 µM); actives 0.95% (n = 340,000); AID 720553;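 active means maximum activity change below -70%; inconclusive means maximum activity change from -70% to -50%; inactive means maximum activity change above -50%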;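 further: thallium influx rate constant from kinetic fluorescence after stimulation buffer; on the % scale 0 is the no-effect control and ±100 the full control effect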
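Measured as rate of thallium-driven FluxOr signal in transduced U2OS cells carrying the 3.1 channel, read kinetically for 2 min upon stimulation; values are rate constants scaled to DMSO control wells.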
Giardia killer: kills Giardia lamblia. Giardia lamblia trophozoite viability. actives 0.15% (n = 340,000). activity change, % at 7.66 µM, hits read low; in the data active means activity change below about -80%; inconclusive means between about -30% and that limit;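 further: parasites exposed to compound for two days anaerobically before the ATP read; on the % scale 0 is the no-effect control and ±100 the full control effect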
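Trophozoite viability was measured as ATP-dependent luminescence, read 15-30 min after reagent addition. Before that, parasites at 100 cells/well were exposed to compounds for 48 h, anaerobically, at 37 deg C.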
PKM2 act: PKM2 (human) enzyme activation. P14618. Potency, µM (titrated, usually from 57.5 µM), for inactives: at the top dose activation, most hits filed as activators. actives 0.34% (n = 260,000). AID 1631. purified PKM2, Kinase-Glo ATP luminescence, activation; response scale: 0% is enzyme alone, no compound; further: potency means the concentration at half of the fitted maximal effect; on the % scale 0 is the no-effect control and ±100 the full control effect; nearly all actives have a fitted effect of over 55% in size
Target sequence (P14618 whole entry, looked up): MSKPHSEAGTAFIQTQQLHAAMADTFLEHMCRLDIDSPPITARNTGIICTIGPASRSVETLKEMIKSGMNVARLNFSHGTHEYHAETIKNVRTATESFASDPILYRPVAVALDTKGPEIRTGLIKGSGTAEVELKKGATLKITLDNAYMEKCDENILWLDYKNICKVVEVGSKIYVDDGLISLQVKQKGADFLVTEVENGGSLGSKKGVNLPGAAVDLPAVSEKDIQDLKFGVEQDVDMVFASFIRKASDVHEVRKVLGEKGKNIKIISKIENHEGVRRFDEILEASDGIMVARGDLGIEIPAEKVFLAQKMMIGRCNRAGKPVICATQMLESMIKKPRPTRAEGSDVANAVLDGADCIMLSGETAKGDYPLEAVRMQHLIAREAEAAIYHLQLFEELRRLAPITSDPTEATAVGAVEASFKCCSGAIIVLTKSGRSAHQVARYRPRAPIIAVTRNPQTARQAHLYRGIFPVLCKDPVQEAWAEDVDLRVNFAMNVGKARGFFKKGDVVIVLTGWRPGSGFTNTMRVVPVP
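Kinase-Glo luminescence reports ATP generated from ADP (0.1 mM) and PEP (0.5 mM) by purified hPK-M2 after 1 h at room temperature, pH 7.2 imidazole buffer; intermediate enzyme activity allows detecting inhibitors and activators.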
GALK inh: inhibitors of human galactokinase. AID 1868. Potency, µM (titrated, usually from 57.5 µM), without a hit: at the highest dose activity change, negative = inhibition, usual class: inhibitors. actives 0.007% (n = 270,000). Purified GALK, Kinase-Glo residual ATP luminescence. P51570; further: potency means the concentration at half of the fitted maximal effect; on the % scale 0 is the no-effect control and ±100 the full control effect
Target sequence (P51570 whole entry, looked up): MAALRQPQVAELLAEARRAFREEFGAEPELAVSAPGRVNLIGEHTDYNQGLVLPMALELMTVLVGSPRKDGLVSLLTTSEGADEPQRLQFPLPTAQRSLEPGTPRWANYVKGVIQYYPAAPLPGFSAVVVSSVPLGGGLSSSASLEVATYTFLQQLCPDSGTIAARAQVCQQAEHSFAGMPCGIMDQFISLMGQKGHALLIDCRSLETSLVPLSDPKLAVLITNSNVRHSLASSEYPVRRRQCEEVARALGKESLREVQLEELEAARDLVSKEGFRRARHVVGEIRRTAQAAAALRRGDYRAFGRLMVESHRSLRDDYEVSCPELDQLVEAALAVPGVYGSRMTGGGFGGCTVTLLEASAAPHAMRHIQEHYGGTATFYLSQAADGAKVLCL
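Human GALK (5 nM) with 35 uM ATP and 100 uM galactose in 20 mM HEPES pH 8.0, 5 mM MgCl2, 60 mM NaCl, 1 mM DTT, 0.01% BSA. After 1 h at room temperature, leftover ATP was read by Kinase-Glo Plus luminescence.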
CXXC DNA block: MLL CXXC-DNA interaction inhibition; Q03164; Potency, µM (series often up to 115 µM), inactives show at the highest dose activity change, negative = inhibition, usual class: inhibitors; MLL-CXXC / FITC-HOXA9 DNA fluorescence polarization; AID 2662; actives 0.037% (n = 290,000); active means well fitted inhibition curve with a large enough effect in the polarisation, with a control signal flat, not every such curve was filed as active; inconclusive means small, poorly fitted or top-dose-only effect, or effect the other way, or a change in a side signal; inactive means no such curve, though single readings can be large or run the other way; the % refers to the polarisation; further: potency means the concentration at half of the fitted maximal effect
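Steps: dispense CXXC domain solution (7 uM) → pin compounds or unlabeled HOX-A9 DNA control → 5 min ambient → add FLSN-HOX-A9 solution (50 nM) → spin → 30 min ambient → fluorescence polarization. Tris pH 7.5/NaCl/DTT/BSA buffer.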
TRPV1 agonist: human TRPV1 agonism; Q8NER1; TRPV1-expressing cells, Fluo-8 calcium influx, agonist mode; activation, % at 8.33 µM; actives 0.19% (n = 320,000); in the data active means activation above about 80%; inconclusive means between about 30% and that limit; further: 0% is about no effect
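TRPV1-expressing cells were cultured overnight at 35.5C and loaded with Fluo-8 calcium dye for 40 to 90 min at room temperature. After a 10 s baseline, compound was added and calcium influx was read kinetically for 3 min (ex 480/em 520 nm).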
Menin MLL FP TR: displaces Texas Red mutant MLL peptide from human menin. O00255. Menin + Texas Red MLL mutant peptide, fluorescence polarization. actives 0.23% (n = 270,000). AID 1768. Potency, µM (titrated, usually from 61.6 µM), for inactives: at the top dose FP activity change, negative = inhibition, usual class: inhibitors; active means well fitted inhibition curve with a large enough effect in the polarisation, with a control signal flat, not every such curve was filed as active; inconclusive means small, poorly fitted or top-dose-only effect, or effect the other way, or a change in a side signal; inactive means no such curve, though single readings can be large or run the other way; the % refers to the polarisation; further: potency means the concentration at half of the fitted maximal effect; % of control where 0% means no effect; many of its hits are not listed in these tables
B2AR arrestin: agonists driving beta-arrestin recruitment to human beta2-adrenergic receptor. actives 0.02% (n = 330,000). AID 492947. beta-arrestin recruitment to beta2AR, cell-based reporter. Potency, µM (top dose mostly 46.1 µM), for the others: at the highest dose activation, actives largely listed as activators. P07550;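 further: potency means the concentration at half of the fitted maximal effect; 0% = DMSO controls and full agonism = EC100 isoproterenol or metaproterenol; nearly all actives have a fitted effect of over 65% in size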
KCNH2 WT inh: inhibitors of human wildtype KCNH2 potassium channel; Q12809; U2OS, BacMam KCNH2, thallium flux FluxOr; active compounds read low; activity change, % at 1.84 µM; actives 0.37% (n = 340,000); AID 720551;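 active means maximum activity change below -70%; inconclusive means maximum activity change between -70% and -50%; inactive means maximum activity change above -50%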; further: on the % scale 0 is the no-effect control and ±100 the full control effect
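U2OS cells were transduced with wild-type KCNH2 virus (2.03 x 10^8 / mL) for 4 h at room temperature, then cultured overnight at 37 C. Thallium flux was read with FluxOr dye. Rate constants were normalized to DMSO controls.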
Coupling enz: counter-screen for Giardia aldolase inhibitors: coupling enzyme system | coupling enzyme system counterscreen, AmpLite Red fluorescence | activity change, negative = inhibition, % at 58.2 µM, hits read low | actives 0.67% (n = 290,000); in the data active means activity change below about -30%; further: on the % scale 0 is the no-effect control and ±100 the full control effect
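Fluorescence at 525 nm excitation and 598 nm emission measured inhibition of the coupled detection system without aldolase. Compounds (at 57.5 uM final) were preincubated 10 min at room temperature with coupling enzyme reagent before a 20 min substrate/AmpLite Red step.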
* = called active by the depositor; ? = inconclusive; . = no result given; [ ] = dose if it differs, or a comment. Unless noted, the call rests on the fitted dose curve; in most records, active means well fitted curve in the direction sought with a large enough effect; inconclusive means small, poorly fitted or top-dose-only effect, or another doubt; inactive means no such curve, though single readings can be large; an effect the other way counts as inactive or inconclusive. A portion of the library. The share of hits here may be higher or lower than overall.

SMILES	USP2a inh	KCNH2 3.1 inh	Giardia killer	PKM2 act	GALK inh	CXXC DNA block	TRPV1 agonist	Menin MLL FP TR	B2AR arrestin	KCNH2 WT inh	Coupling enz
O=C(COc1ccccc1)Nc1ccc(S(=O)(=O)N2CCOCC2)cc1	2%	-4	-9	2%	0%	1%	-2	-1%	-0.1%	9	-1
O=C(Cc1ccc(F)cc1)N(c1ccccc1)C1C=CS(=O)(=O)C1 (stereo unspecified)	3%	10	12	0%	0%	-20%	2	?	-0.7%	9	5
COc1ccc(S(=O)(=O)Nc2cccc3c2O[C@H](CN(C)C(=O)NC2CCCCC2)[C@@H](C)CN([C@H](C)CO)C3=O)cc1	2%	-4	-8	.	.	.	.	.	-0.6%	4	.
CN1CC(=O)N(C)c2ncn(Cc3ccccc3)c2C1=O	1%	1	?	12%	1%	0%	3	5%	-0.2%	-1	0
Cc1ccnc(NC(=O)c2ccccc2[N+](=O)[O-])c1	0%	-6	?	0%	-3%	-2%	0	5%	5.9%	1	-2
O=C1CC(c2ccco2)Cc2nc(N3CCN(Cc4ccc5c(c4)OCO5)CC3)ncc21 (stereo unspecified)	-10%	11	4	-10%	-5%	0%	4	?	-0.1%	2	-8
Cc1cccc(CS(=O)(=O)c2ncc(Cl)c(C(=O)Nc3nnc(C(C)C)s3)n2)c1	3%	-7	-4	.	3%	6%	4	.	-0.6%	4	.
O=C(Cn1ncc2c1-c1ccccc1OC2)Nc1ccc(S(=O)(=O)N2CCCCC2)cc1	-3%	-37	?	2%	1%	13%	.	7%[11.7 µM]	0.1%	-1	-1
O=C(Cn1cnc2c(cnn2-c2ccc(F)cc2)c1=O)NCCc1ccccc1	2%	-4	-1	-16%	-2%	4%	0	8%	-0.2%	16	-2
Cc1cc(/C=C2\C(=N)N3N=C(c4ccco4)SC3=NC2=O)c(C)n1Cc1ccccc1	?	0	10	-3%	2%	1%	12	.	0.4%	4	-1
CCC(C)n1c(-c2cccs2)nc2nc3ccccc3nc21 (stereo unspecified)	-1%	-2	9	-1%	-5%	0%	17	-2%	-0.3%	1	-2
C=CCn1c(O)c(N=NC(=O)c2cccnc2)c2cc(Br)ccc21	0%	4	-9	-6%	2%	-6%	4	.	-0.1%	1	7
CSc1nsc(SCc2ccc(Cl)cc2)n1	1%	-12	-26	0%	-1%	3%	3	23%	0.1%	-6	-1
O=C(CSc1nc(-c2ccco2)cc(C(F)(F)F)n1)Nc1ccc(C(=O)N2CCOCC2)cc1	4%	5	-6	0%	-3%	2%	4	7%	-0.1%	-1	1
O=C(CCC(=O)c1ccc(Cl)cc1)OCC(=O)c1ccccc1	0%	-33	0	0%	-1%	7%	7	31%[activator]	-0.2%	9	1
CC(=O)c1cc(NC(=O)c2ccccc2)c(=O)oc1C	2%	-1	9	-1%	0%	7%	1	2%	-0.5%	-2	3
N#Cc1ccc(OCC(=O)n2cc(C(=O)c3cc(Cl)cc(Cl)c3O)cn2)cc1	8%	29	-4	-2%	0%	13%	0	.	-0.7%	6	3
COC(=O)C1(CC2CC(c3cccc(Br)c3)=NO2)CCN(C(=O)OC(C)(C)C)CC1 (stereo unspecified)	-7%	7	-2	7%	.	-7%	11	-5%	-0.6%	-12	-1
COc1cccc(CN2C(=O)Nc3ccccc3C(=O)N2C(C)(C)C)c1	-3%	-10	6	-8%	0%	-5%	29	3%	-0.4%	-35	5
Cc1cc(OCc2ccc(C(=O)n3cccn3)o2)ccc1Cl	1%	-5	-13	-16%	-5%	13%	-5	1%	0.4%	0	0
COc1ccc(C(=O)NC(=O)CSc2n[nH]c(N)n2)cc1	-1%	18	-17	.	.	.	.	.	-0.7%	-7	.
CC(C)(CO)NC(=O)Nc1ccc(Cl)c(Cl)c1	6%	-2	-6	-7%	0%	1%	29	7%	-0.1%	5	0
O=C(COC(=O)c1ccccc1SCC(=O)NC1CCS(=O)(=O)C1)NC1CCS(=O)(=O)C1 (stereo unspecified)	7%	0	0	-30%	2%	5%	-3	-1%	0.3%	-1	3
O=C(NC(=S)Nc1ccccc1O)c1cccnc1	2%	-1	3	-10%	3%	12%	-3	-1%	-0.5%	10	2
Cn1cc(Br)c(C(=O)N2CCN(c3cccc(Cl)c3)CC2)n1	3%	2	2	2%	2%	0%	2	2%	-0.4%	1	-1
(further entries)
SMILES	USP2a inh	KCNH2 3.1 inh	Giardia killer	PKM2 act	GALK inh	CXXC DNA block	TRPV1 agonist	Menin MLL FP TR	B2AR arrestin	KCNH2 WT inh	Coupling enz
COc1ccc(Cl)cc1NC(=O)C1CCCO1 (stereo unspecified)	-1%	4	-1	3%	3%	-6%	1	-1%	3.5%	0	2
COCCNC(=S)N(CCc1c(C)[nH]c2ccc(OC)cc12)Cc1ccco1	2%	2	6	.	-1%	0%	6	23%	-0.2%	2	-5
C/C(=N\Nc1ccc(C(=O)O)cc1)c1ccc2c(c1)Nc1ccccc1S2	-5%	0	12	-3%	0%	-15%	11	.	-0.1%	-6	2
Nc1[nH]c(N=NC(=O)c2ccc(Cl)cc2)c2ccccc12	2%	-40	-4	-15%	.	?	17	17%	1.6%	-15	1
CCS(=O)(=O)c1nc2ccccc2n1CC(=O)N1CCOCC1	1%	0	-14	6%	-2%	-3%	-4	16%	-0.1%	-9	6
C#CCOCCOCCOCCNc1nc(N2CCN(C(=O)CCCCCCCCCCNC(=O)[C@H]([C@@H](C)CC)n3cc(CCCCCN)nn3)CC2)nc(N2CCN(C(=O)CCCCCCCCCCNC(=O)[C@H](CCCCN)n3cc(CCCC(=O)O)nn3)CC2)n1	10µM*	-3	8	.	.	.	1	.	-0.1%	-11	.
COC(=O)c1cc(=O)n(CCc2ccccc2F)c(=Nc2ccc(F)c(Cl)c2)s1	-2%	-4	-3	-1%	1%	12%	8	-3%	-0.6%	10	-1
CC(=O)N1CCc2c(sc(NC(=O)C3CCCCC3)c2C(N)=O)C1	5%	4	4	-4%	.	-1%	-3	13%	-0.3%	1	-14
Cc1ccc(-c2cccc(C(=O)NCc3ccccc3)n2)c2ccccc12	-10%	-14	-6	7%	.	-11%	2	-9%	-0.3%	-10	6
COc1ccc(N2CCN(CCCNS(=O)(=O)c3c(C)noc3/C=C/N(C)C)CC2)cc1	0%	.	.	-1%	-6%	12%	0	?	0.1%	.	-6
CCOC(=O)NC(=O)CSc1ccc(S(=O)(=O)N2CCCCC2)cn1	1%	4	-9	.	.	.	.	.	-0.1%	-4	.
O=C(CCCC(=O)c1ccccc1)NCCc1ccccc1F	2%	-33	-5	.	0%	6%	9	-11%	-0.6%	-1	-1
Cn1nnnc1SCC(=O)Nc1cc(C(=O)O)cc(C(=O)O)c1	3%	5	-7	3%	1%	0%	1	1%	-0.2%	-4	-1
Cc1ccc(C(=O)OCC(=O)N(CC(C)C)c2c(N)n(Cc3ccccc3)c(=O)[nH]c2=O)s1	-1%	.	-9	-5%	-2%	-10%	-1	.	0.5%	5	.
CCOc1ccc2[nH]cc(C(=O)N3CCN(CC)CC3)c(=O)c2c1	0%	1	-2	-4%	3%	-7%	1	14%	-1.0%	2	2
COc1ccc(-c2noc(CSc3nnc(-c4ccccc4)n3C)n2)cc1	1%	3	7	-6%	1%	1%	1	-3%	0.4%	-5	0
COc1ccccc1NC(=O)c1ccc(NS(C)(=O)=O)cc1	1%	-3	20	7%	0%	5%	-18	6%	-0.1%	-1	3
COc1ccc(Cl)cc1Nc1ncnc2sc(C)c(S(=O)(=O)N3CCC(C)CC3)c12	0%	6	-1	-2%	0%	23%	6	-1%	-0.6%	6	2
Cc1cc(C)c(C#N)c(Nc2ccccc2)n1	6%	32	4	-3%	1%	-11%	7	-6%	-0.7%	-9	-3
CC(=O)N1CCN(C(=O)CSc2nc3c(cnn3-c3ccccc3)c(=O)[nH]2)CC1	4%	-1	1	-4%	3%	20%	-1	?	-0.5%	-4	-11
Cc1ccccc1NC(=O)Cn1c(C)nc2ccc(N)cc2c1=O	6%	0	-28	-1%	2%	1%	0	1%	0.5%	-3	-2
O=C(NC1(C(F)(F)F)NC(=O)N(Cc2cccnc2)C1=O)c1ccncc1 (stereo unspecified)	5%	-11	4	-1%	2%	5%	-2	-5%	0.1%	-1	2
CC(C)CCNC(=O)c1ccc(NC(=O)C2=CSCCO2)cc1	0%	21	-18	.	-3%	-3%	1	.	-0.1%	24	.
COc1cc2oc(=O)cc(-c3cccc(-c4cccc(C)c4)c3)c2c(OC)c1OC	-2%	-11	-13	.	.	.	.	-3%	-0.3%	-9	0
CN(C)C(CNc1ncnc2sc3c(c12)CCCC3)c1ccco1 (stereo unspecified)	-1%	1	?	-5%	1%	1%	15	-20%	-0.1%	7	4
